Assay outcomes deposited in PubChem by Sanford-Burnham Center for Chemical Genomics.
NLRP3 yeast inh – inhibitors of NALP3 inflammasome in yeast | 0.39% of 330,000 active | inhibition, % at 10 µM | Yeast reconstituted NLRP3/ASC/caspase-1, beta-gal luminescence, 24 h;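 active = inhibition of 50% or more; inactive = inhibition below 50%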;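 also: plate controls were induced DMSO wells for no effect and uninduced yeast grown without galactose for full effect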
SENP1 FRET inh – inhibitors of human SENP1 SUMO protease catalytic domain; recombinant SENP1 catalytic domain, CyPet-SUMO1-YPet FRET cleavage; inhibition, % at 10 µM; 0.21% of 360,000 active; AID 624204;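 active = inhibition at least 30% at 10 µM, raw YFP signal under a set limit, fluorescence ratio 0.5 to 1.5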;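 also: 0% = enzyme with DMSO and 100% = no enzyme wells; some results filed as inactive read as strong as hits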
Target sequence (Q9P0U3 419-644 limits assumed): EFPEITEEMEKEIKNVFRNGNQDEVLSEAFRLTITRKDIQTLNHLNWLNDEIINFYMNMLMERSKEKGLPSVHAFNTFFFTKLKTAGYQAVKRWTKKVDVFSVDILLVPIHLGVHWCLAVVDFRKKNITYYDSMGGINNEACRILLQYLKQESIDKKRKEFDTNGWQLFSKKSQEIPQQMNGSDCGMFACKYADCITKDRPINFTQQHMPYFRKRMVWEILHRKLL
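Test system: recombinant human SENP1 catalytic domain, His6-tagged / Medium: pH 8 Tris buffer with EDTA, NaCl, BME, BSA, NP40, catalase / Also added: SUMO1 FRET substrate flanked by Cypet and Ypet, 25 nM / Times: 50 min reaction at room temperature / Signal: FRET, CFP and YFP emission / Control set: no-enzyme low control and enzyme-plus-DMSO high control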
A3G deaminase – inhibitors of human APOBEC3G DNA deaminase; Q9HC16; recombinant A3G, ssDNA deamination FAM/TAMRA fluorescence; inhibition, % at 20 µM; 0.28% of 330,000 active;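 active = inhibition of at least 40% at 20 µM, with no more than 30% in the related APOBEC3A deaminase screen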;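 also: plate controls were DMSO wells with A3G for no effect and wells lacking A3G enzyme for full effect; some compounds called inactive have numbers as strong as hits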
mIAP activ – increases mouse intestinal alkaline phosphatase activity; muIAP, CDP-Star luminescence, 30 min; hits give high values; 1 = vehicle-only enzyme signal, 0 = enzyme-free wells; activation factor at 10 µM; 0.24% of 330,000 active;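 active = activation factor of at least 2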; also: the source names both 10 and 20 µM as test concentration; values of inactives mirror those of a sister screen read the other way
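System: mouse IAP enzyme. Reagent: CDP-Star chemiluminescent phosphatase substrate. Benchmarks: DMSO wells, no-enzyme wells. Times: 30 min enzyme-substrate-compound incubation at room temperature. Detection: luminescence from enzymatic CDP-Star hydrolysis. Doses: test compounds delivered from DMSO solution.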
beta cell repl – induces beta-cell replication in MIN6 cells. MIN6 cells proliferation, ATPlite luminescence, 48 h; cells starved in 0.2% serum; 100% = growth in 10% serum. proliferation, % at 10 µM. 0.29% of 330,000 active. AID 2380;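 active = compounds whose signal lies at least 3.5 SD above the mean of all wells on their plate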;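 also: 0% = DMSO-treated cells in low-serum medium and 100% = 10% serum control; some compounds called inactive have numbers as strong as hits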
A3A deaminase – blocks human APOBEC3A ssDNA deamination; P31941; recombinant A3A, FAM/TAMRA ssDNA deamination fluorescence; inhibition, % at 20 µM; 0.41% of 330,000 active; AID 493011;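 active = at least 40% inhibition at 20 µM here, with at most 30% in a related deaminase screen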;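 also: plate controls were A3A with DMSO for no effect and wells lacking A3A enzyme for full effect; some results filed as inactive read as strong as hits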
Target sequence (P31941 whole entry, looked up): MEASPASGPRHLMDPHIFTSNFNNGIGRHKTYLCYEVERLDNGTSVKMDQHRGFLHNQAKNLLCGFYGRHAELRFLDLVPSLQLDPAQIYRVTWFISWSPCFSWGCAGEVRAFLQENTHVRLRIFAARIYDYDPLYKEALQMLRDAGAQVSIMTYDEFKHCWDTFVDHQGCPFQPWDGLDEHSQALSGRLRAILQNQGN
mIAP inh – blocks mouse intestinal alkaline phosphatase; inhibition, % at 10 µM; 0.2% of 330,000 active; purified mouse IAP, CDP-Star luminescence, 30 min; AID 2806;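 active = inhibition of at least 40% at 10 µM in the primary screen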;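 also: plate controls were DMSO with enzyme for no effect and no enzyme wells for full effect; values of inactives mirror those of a sister screen read the other way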
hIAP act – human IAP activation. purified human IAP, CDP-Star luminescence, 30 min; hits give high values; 1 = vehicle-only enzyme, 0 = enzyme-free background. activation factor at 10 µM. 0.16% of 330,000 active. AID 2524;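 active = activation factor of the enzyme at least 2-fold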; also: the source names both 10 and 20 µM as test concentration; values of inactives mirror those of a sister screen read the other way
Target sequence (P09923 whole entry, looked up): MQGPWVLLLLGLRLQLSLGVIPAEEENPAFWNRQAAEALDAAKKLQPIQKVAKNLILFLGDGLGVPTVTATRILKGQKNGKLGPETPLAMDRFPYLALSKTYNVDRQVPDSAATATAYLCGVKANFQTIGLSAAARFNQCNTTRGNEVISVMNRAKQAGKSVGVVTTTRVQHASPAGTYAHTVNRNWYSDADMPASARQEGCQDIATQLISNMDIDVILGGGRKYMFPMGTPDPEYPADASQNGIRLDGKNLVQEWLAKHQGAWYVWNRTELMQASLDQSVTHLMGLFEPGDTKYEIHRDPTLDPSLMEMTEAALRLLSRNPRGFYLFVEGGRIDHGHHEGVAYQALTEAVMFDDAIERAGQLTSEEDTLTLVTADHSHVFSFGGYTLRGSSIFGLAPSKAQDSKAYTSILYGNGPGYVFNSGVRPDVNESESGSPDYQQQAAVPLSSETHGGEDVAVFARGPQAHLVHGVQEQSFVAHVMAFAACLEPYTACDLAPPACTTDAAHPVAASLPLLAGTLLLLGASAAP
hIAP block – blocks human intestinal alkaline phosphatase; inhibition, % at 10 µM; 0.12% of 330,000 active; purified IAP, CDP-Star luminescence, 30 min;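 active = inhibition reaching a set limit with compound at 10 µM in the primary screen, cut at about 35% in these data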;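 also: plate controls were DMSO wells with enzyme for no effect and no-enzyme buffer wells for full effect; values of inactives mirror those of a sister screen read the other way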
Numbers without * were called inactive; / = no result given. This is a subset; count on the stated rates, not on these rows.

Each structure is followed by: NLRP3 yeast inh | SENP1 FRET inh | A3G deaminase | mIAP activ | beta cell repl | A3A deaminase | mIAP inh | hIAP act | hIAP block
1: CCOC(=O)C1(C)/C(=N/Nc2ccc(Cl)cc2)C(=O)C(=O)N1c1ccccc1 (configuration not stated)
→ 13 | 2 | 25 | 0.86 | -1 | -1 | 14 | 0.98 | 2
2: COc1ccccc1-c1nn(Cc2ccccc2)cc1C(=O)N1CCN(c2ncccn2)CC1
→ 6 | 1 | -4 | 0.95 | 2 | 3 | 5 | 0.98 | 2
3: Cc1cccc(N2CC3=C(C2=O)C(c2ccccc2)NC(=O)N3C)c1 (configuration not stated)
→ 11 | 0 | -5 | 0.99 | -1 | -4 | 1 | 0.82 | 18
4: NC(=O)C1CC(=O)N(Cc2ccc3c(c2)OCO3)C(=Nc2ccccc2)S1 (configuration not stated)
→ 3 | 1 | 3 | 1 | -2 | 4 | -1 | 0.92 | 8
5: CC1(C)CC(=O)C2=C(C1)OC(N)=C(C#N)C21C(=O)N(CN2CCOCC2)c2ccccc21 (configuration not stated)
→ 12 | 0 | -1 | 0.98 | -4 | 0 | 2 | 1 | -3
6: Cc1ccc([N+](=O)[O-])cc1NC(=O)CN1CCC(C)CC1
→ 1 | 2 | -5 | 1.1 | -1 | -3 | -5 | 1.1 | -7
7: CCOc1ccc(NC(=O)CN2CCN(C(=O)c3ccco3)CC2)cc1S(=O)(=O)N1CCCC1
→ 13 | 2 | 3 | 1.1 | -6 | 6 | -8 | 1.1 | -9
8: CC(=O)Nc1cccc(NC(=O)COc2ccccc2C)c1
→ 12 | 1 | 3 | 0.76 | -2 | -2 | 24 | 1.2 | -21
9: CCN(Cc1ccccc1)C(c1ccncc1)c1nnnn1C(C)(C)C (configuration not stated)
→ 3 | 1 | -8 | 1.1 | 0 | -4 | -5 | 0.97 | 3
10: N/C(=N\OC(=O)CCCN1C(=O)c2ccccc2C1=O)c1ccc(Cl)cc1
→ 19 | 2 | -5 | 0.94 | -2 | 2 | 6 | 1 | -2
11: COc1ccc(-c2ccc(=O)n(CC(=O)NCC3COCCO3)n2)cc1 (configuration not stated)
→ 9 | 0 | -6 | 1 | -3 | -4 | -1 | 0.97 | 3
12: Cc1ccc(C(O)(C(=O)NN(C(=O)c2ccccc2)c2ccccc2)c2ccc(C)cc2)cc1
→ 4 | -1 | -2 | 1 | -3 | 3 | -5 | 1.1 | -6
13: Cn1nnc(NC(=S)NC(=O)c2cccc3ccccc23)n1
→ 56* | 0 | -3 | 0.88 | -2 | -7 | 12 | 0.93 | 7
14: CCc1ccccc1-n1c(SCC(=O)NC)nnc1-c1ccco1
→ 12 | 1 | -8 | 0.97 | -3 | -3 | 3 | 1 | 0
15: Cc1ccc(-c2nc(N)n(C(=O)c3cccs3)n2)cc1
→ 14 | 1 | -9 | 1 | -2 | -7 | -4 | 1.1 | -5
16: O=C(Cn1c(-c2ccccc2)c[n+]2ccsc12)c1ccccc1
→ 15 | 1 | -7 | 0.96 | -3 | -4 | 4 | 1.1 | -12
17: N#Cc1cccnc1N1CCN(C(=O)c2ccc3c(c2)S(=O)(=O)c2ccccc2C3=O)CC1
→ 12 | 2 | -9 | 0.96 | 6 | -5 | 4 | 0.74 | 26
18: CCc1nnc(NS(=O)(=O)c2ccc(NC(=S)NC(=O)c3ccccc3)cc2)s1
→ 10 | 3 | -3 | 1 | 0 | 0 | -5 | 0.81 | 19
19: Cc1nn(C)c(C)c1/C=C(/C(=O)C(C)C)n1cncn1
→ 17 | 0 | 4 | 0.96 | -1 | 3 | 4 | 0.83 | 17
20: O=C1C(=O)N(Cc2cccnc2)C(c2cccc(F)c2)/C1=C(/O)c1ccc2c(c1)OCO2 (configuration not stated)
→ 8 | 2 | 3 | 1 | -3 | 21 | -4 | 0.75 | 25

Reformatted: entries from further up.
no.	structure	NLRP3 yeast inh	SENP1 FRET inh	A3G deaminase	mIAP activ	beta cell repl	A3A deaminase	mIAP inh	hIAP act	hIAP block
14	CCc1ccccc1-n1c(SCC(=O)NC)nnc1-c1ccco1	12	1	-8	0.97	-3	-3	3	1	0
15	Cc1ccc(-c2nc(N)n(C(=O)c3cccs3)n2)cc1	14	1	-9	1	-2	-7	-4	1.1	-5
16	O=C(Cn1c(-c2ccccc2)c[n+]2ccsc12)c1ccccc1	15	1	-7	0.96	-3	-4	4	1.1	-12
17	N#Cc1cccnc1N1CCN(C(=O)c2ccc3c(c2)S(=O)(=O)c2ccccc2C3=O)CC1	12	2	-9	0.96	6	-5	4	0.74	26
18	CCc1nnc(NS(=O)(=O)c2ccc(NC(=S)NC(=O)c3ccccc3)cc2)s1	10	3	-3	1	0	0	-5	0.81	19
19	Cc1nn(C)c(C)c1/C=C(/C(=O)C(C)C)n1cncn1	17	0	4	0.96	-1	3	4	0.83	17
20	O=C1C(=O)N(Cc2cccnc2)C(c2cccc(F)c2)/C1=C(/O)c1ccc2c(c1)OCO2 (configuration not stated)	8	2	3	1	-3	21	-4	0.75	25

(list continues)
Each structure is followed by: NLRP3 yeast inh | SENP1 FRET inh | A3G deaminase | mIAP activ | beta cell repl | A3A deaminase | mIAP inh | hIAP act | hIAP block
21: CCCn1c(SCC(=O)NCc2ccccc2)n[nH]c1=O
→ 9 | 2 | -10 | 1.1 | 0 | 6 | -5 | 1.3 | -28
22: Cc1ccc(-c2noc(CCC(=O)N3CCN(c4cccc(C(F)(F)F)c4)CC3)n2)cc1
→ 15 | 0 | -3 | 0.99 | -3 | -1 | 0 | 0.93 | 7
23: CC(=O)OC[C@]12CC[C@H]3[C@@](C)(CC[C@H]4C(C)(C)CCC[C@]34C)[C@@H]1C[C@H](C1=CC(=O)O[C@H]1OC(C)=O)O2
→ 9 | / | -8 | 1.1 | -6 | 2 | -5 | 1.2 | -18
24: CN(C)c1cc(NC(=O)CNC(C)(C)C)c2ccccc2n1
→ 3 | 2 | -5 | 1 | -1 | 1 | -5 | 1.1 | -8
25: c1ccc(CCn2cnc3ccccc32)cc1
→ -12 | 0 | -3 | 1.1 | -1 | -4 | -8 | 1 | 0
26: CCOc1cc(/C=C2\C(=O)ON=C2C)ccc1OCc1ccccc1
→ -6 | 1 | 1 | 0.98 | -7 | 3 | 2 | 1 | 0
27: O=C1Nc2ccccc2C1(O)c1ccccc1O (configuration not stated)
→ 3 | 0 | -10 | 1.1 | 2 | -2 | -5 | 1.1 | -10
28: Cc1cc(C)c2c3c(oc2n1)C(=O)N(c1cccc(Cl)c1)CC(=O)N3
→ 8 | 1 | -6 | 0.92 | -1 | -3 | 8 | 1 | -1
29: OCC1(Cc2ccccc2F)CCCN(CCc2ccccc2)C1 (configuration not stated)
→ 20 | -7 | -14 | 1.1 | -2 | -5 | -7 | 1.2 | -16
30: COc1cccc(/C=N\NC(=O)Cn2nnc3ccccc32)c1O
→ 5 | -3 | -10 | 0.94 | -4 | -5 | 6 | 1.7 | -65
31: O=C(NNS(=O)(=O)c1ccccc1[N+](=O)[O-])c1ccccc1Cl
→ 20 | 1 | -8 | 1.2 | -2 | -2 | -16 | 0.92 | 8
32: CCc1ccc(S(=O)(=O)Nc2ccc(Br)cn2)cc1
→ 13 | -2 | -3 | 0.97 | 2 | -3 | 3 | 1.1 | -8
33: Cc1[nH]c(=O)[nH]c(=O)c1NC(=O)CSc1ncccc1-c1nc2ccccc2[nH]1
→ 5 | -26 | -4 | 1.1 | -1 | 8 | -7 | 1.1 | -6
34: O=c1cc(CSc2nnc3ccccn23)c2c(ccc3ccccc32)o1
→ 22 | -72 | -2 | 0.84 | 0 | 2 | 16 | 1 | -3
35: Cc1ccc(/C=C(\NC(=O)c2ccccc2)C(=O)NCC2CCCO2)o1 (configuration not stated)
→ 14 | -3 | 0 | 1.1 | -2 | -1 | -12 | 1.1 | -6
36: O=C1OC(c2ccc3c(c2)OCO3)N(C(=O)c2ccc(Cl)c(Cl)c2)c2ccccc21 (configuration not stated)
→ 13 | 1 | 1 | 1.1 | -4 | -5 | -10 | 1.2 | -18
37: CC(=O)N(C)c1ccc(OCC(O)CN(c2ccccc2C)S(=O)(=O)c2ccc(C)cc2)cc1 (configuration not stated)
→ 17 | 1 | 3 | 1.1 | -1 | -1 | -5 | 1.2 | -16
38: Cc1ccc(Cl)cc1N1CCN(C(=O)C2CCN(c3nnc(-n4cccc4)s3)CC2)CC1
→ 7 | 0 | -9 | 1 | -4 | -4 | 0 | 0.76 | 24
39: COc1ccccc1NS(=O)(=O)c1ccc(C)c(C(=O)NCC(c2ccco2)N2CCCCC2)c1 (configuration not stated)
→ 16 | -1 | -8 | 0.94 | 10 | -2 | 6 | 0.96 | 4
40: Cc1cc(C)c(S(=O)(=O)c2ccccc2C)c(N(C)C)n1
→ 33 | 0 | -7 | 1 | -1 | -4 | 0 | 0.83 | 17

Continuation.
Each structure is followed by: NLRP3 yeast inh | SENP1 FRET inh | A3G deaminase | mIAP activ | beta cell repl | A3A deaminase | mIAP inh | hIAP act | hIAP block
41: Cc1nc(C(F)(F)F)ccc1C(=O)NCC(O)c1ccccc1 (configuration not stated)
→ 24 | -1 | 7 | 1.1 | 3 | 2 | -5 | 0.91 | 9
42: CN1CCC(N(C)C(=S)NCCc2ccccc2)CC1
→ -5 | 2 | -3 | 1.2 | -1 | -2 | -16 | 1.1 | -8
43: Cc1ccnc(SCC(=O)Nc2sccc2C#N)n1
→ 7 | -7 | 0 | 1 | 4 | 7 | 0 | 1.1 | -6
44: Cc1c(Cl)cnc(NC(=O)COC(=O)c2cc3c(s2)CCC(C)C3)c1Cl (configuration not stated)
→ -6 | -1 | -8 | 0.9 | 5 | -2 | 10 | 0.87 | 13
45: O=S(=O)(c1ccc2nnn(O)c2c1)N1CCOCC1
→ 6 | 2 | -7 | 1.1 | 4 | -2 | -7 | 0.95 | 5
46: CCSc1nc(-c2ccccc2)nc2c1CCCC2
→ 16 | 0 | 1 | 0.96 | -4 | 1 | 4 | 1 | 0
47: O=C(c1ccccc1)[C@@H]1[C@@H]2C(=O)N(c3ccc(F)cc3)C(=O)[C@@H]2C2CCCN21 (some centres not stated)
→ 26 | 76* | -4 | 1 | -3 | -5 | -4 | 1.1 | -10
48: O=[N+]([O-])c1cccc(/C=C/c2nc(C=Nc3ccccc3)c(O)o2)c1
→ 4 | 33* | -12 | 0.94 | 3 | -6 | 6 | 0.95 | 5
49: CCS(=O)(=O)N1CCc2cc(OC)c(OC)cc2C1
→ -3 | -3 | 1 | 0.92 | -1 | 0 | 8 | 1 | -3
50: O=C(NCc1ccco1)c1ccc2[nH]c(=O)c(=O)[nH]c2c1
→ 3 | -2 | 2 | 1 | -2 | 0 | 0 | 1.2 | -16
51: Cc1nn(-c2ccccc2)c(Cl)c1/C=C/C(=O)c1ccc(O)cc1
→ 13 | -10 | -8 | 0.94 | -5 | -4 | 6 | 0.83 | 17
52: CC1(C)CC(=O)C2=C(C1)NC(=O)NC2c1ccccc1Cl (configuration not stated)
→ 1 | 0 | -7 | 0.92 | -2 | -2 | 8 | 0.86 | 14
